Screening data (PubChem)
TTR transcr act: TTR transcription activation, primary screen | SH-SY5Y TTR promoter Gaussia luciferase, luminescence; 100% = recombinant luciferase protein wells | activation, % at 16.7 µM | 92,000 compounds, 1.3% hits;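 active means activation above the mean of all tested compounds plus 3 SD, cut at about 9.5% in these data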;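 further: cells exposed to compounds for one day before reading; 0% = median of all test compound wells on the plate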
An asterisk follows results filed as active; & = joins results of further samples. Some of the compounds tested; count on the stated rates, not on these rows.

Preview (6 entries):
smiles	TTR transcr act
Cc1nnc(N(C)C(=O)c2ccncc2)s1	-0.7
CC(C)(CCc1ccccn1)C(=O)C(CCc1ccccn1)CCc1ccccn1	-1.0
CC(C)N1CCC(NC(=O)Nc2ccccc2)CC1	-0.5
CS(=O)(=O)N(C(=O)NC(=O)NC1CCS(=O)(=O)C1)C1CCCCC1 (stereo not drawn)	0.0
CC(C)(Oc1ccc(Br)cc1)C(=O)N1CCc2ccccc21	1.1
CCN(CC)S(=O)(=O)c1ccc(/C=C/C(=O)OCC(=O)NCc2cccs2)cc1	-1.6

Results, repeating the preview:
smiles	TTR transcr act
Cc1nnc(N(C)C(=O)c2ccncc2)s1	-0.7
CC(C)(CCc1ccccn1)C(=O)C(CCc1ccccn1)CCc1ccccn1	-1.0
CC(C)N1CCC(NC(=O)Nc2ccccc2)CC1	-0.5
CS(=O)(=O)N(C(=O)NC(=O)NC1CCS(=O)(=O)C1)C1CCCCC1 (stereo not drawn)	0.0
CC(C)(Oc1ccc(Br)cc1)C(=O)N1CCc2ccccc21	1.1
CCN(CC)S(=O)(=O)c1ccc(/C=C/C(=O)OCC(=O)NCc2cccs2)cc1	-1.6
CCN(C(=O)CSc1nnc(COc2ccccc2F)n1N)C1CCS(=O)(=O)C1 (stereo not drawn)	1.3
Cc1ccc2ccc(C(Nc3cccc(C(F)(F)F)c3)c3cccnc3)c(O)c2n1 (stereo not drawn)	0.3
Cc1cccc(NC(=O)COC(=O)CSc2ccccc2)c1C	-0.7
CCCn1c(C2CCCN2c2nc(C)cs2)nc2cc(Cl)c(Cl)cc21 (stereo not drawn)	-1.2
CCn1nc(NC(=O)Cc2ccc(OC)cc2)c2cc3cccc(C)c3nc21	2.4
CSc1ccc(/C=C/C(=O)c2ccc(NC(=O)C(C)C)cc2)cc1	-3.7
Cc1cc(C)c(C#N)c(SC(C(=O)NC(C)(C)C)c2ccccc2)n1 (stereo not drawn)	3.4
O=S(=O)(c1ccc(NC(=S)NN=C2CCCCC2)cc1)N1CCOCC1	-1.6
COc1ccc(C(C)C)cc1S(=O)(=O)Nc1ccc(Cl)cn1	2.5
CCC(C)C(NC(N)=O)C(=O)Nc1ccc(C(=O)OC)cc1 (stereo not drawn)	0.3
CCN1CCN(c2ccc(S(=O)(=O)N3CCCCC3)cc2NC(=O)COc2ccc(Cl)cc2)CC1	9.4
CCOC(=O)Cc1nnc(Nc2ccc(C)cc2C)c2ccccc12	-1.1
COc1ccc2[nH]c3c(c2c1)CCN1C(=O)C(CC(=O)NCCCN(C)C)C[C@H](C(=O)N(C(C)C)C(C)C)[C@@]31C (stereo partly drawn)	-1.3
Cc1ccc(C(=O)N/C(=C/c2ccc(F)cc2)C(=O)NCc2ccncc2)cc1	-1.1
COc1ccc(Cl)cc1NC(=O)CCCN1C(=O)CCC1=O	1.4
O=C(COCc1nc2ccccc2c(=O)[nH]1)NCC1CCCCC1	13*
Cc1cccc(OCCSCc2nc3ccccc3[nH]2)c1	3.6
COc1ccc(/C=C(/NC(=O)c2ccccc2)C(=O)NCc2ccncc2)cc1	-3.4
CCC(C)C(NC(=O)C1CCC(C)CC1)C(=O)Nc1cc(OC)ccc1OC (stereo not drawn)	-0.8
CCN(C(=O)CSc1ncnc2sccc12)c1c(N)n(Cc2ccccc2)c(=O)[nH]c1=O	-0.2
CCN(CC)S(=O)(=O)c1ccc(NC2c3ncccc3C(=O)N2Cc2ccccc2)cc1 (stereo not drawn)	-1.1
COCCNc1nnc(SCC(=O)N(C)c2c(N)n(Cc3ccccc3)c(=O)[nH]c2=O)s1	1.4
NNC(=S)NC1CC2CC1C1C=CCC21 (stereo not drawn)	-0.8
CCN(CC)S(=O)(=O)c1ccc(NS(=O)(=O)c2ccc(OC)c([N+](=O)[O-])c2)cc1	1.1
CCOc1cccc(NC(=O)c2ccc(S(=O)(=O)N(C)C)cc2)c1	-0.4
COCCCNC(=O)Cn1c(=O)oc2cc(S(=O)(=O)N3CC(C)CC(C)C3)ccc21 (stereo not drawn)	0.2
O=S1(=O)N=C(Nc2ccc(N3CCOCC3)cc2)c2ccccc21	-3.0
Cc1nn(CC(=O)NCCCN2CCCCC2)c(=O)c2cc(-c3ccccc3)nn12	0.7
Cn1c(NCCO)nc2c(c1=O)C1(CCCCC1)Cc1ccccc1-2	0.4
O=C(Nc1ccc(OCc2ccccc2)cc1)c1cccs1	-4.1
COc1ccc(/C=C/C(=O)NCC(=O)N/N=C/c2ccc(OC)cc2)cc1	6.0
Cc1ccc(-c2cc3nc(-c4ccco4)cc(N4CCN(Cc5ccoc5)CC4)n3n2)cc1	-2.3
Cc1cc(C)c(OCCCON2C(=O)CCC2=O)c(Br)c1	1.0
Cc1ccccc1Cn1c(=O)n(CCC(=O)NCc2ccc3c(c2)OCO3)c(=O)c2ccccc21	-1.3
COc1cc(C(=O)N2C[C@@H]3CCC[C@H]2C3)ccc1OC1CCN(C(C)=O)CC1	16*
N#C/C(=C(\O)CCl)c1nnc2n1CCCCC2	9.6
COC(=O)[C@H](C)NC(=O)Nc1ccc(C)c(C)c1	0.4
Cc1ccc(NC(=O)C2CCCCC2)cc1C	-0.6
COc1ccc(-c2cc(C(=O)Nc3cc(OC)cc(C(=O)Nc4cccc(C(F)(F)F)c4)c3)[nH]n2)cc1	1.1&-8.1
[N-]=[N+]=NCCN1CCN(CCc2ccccc2)CCC1=O	0.7
CNC[C@H](CC1CCCCC1)NC[C@H](Cc1ccccc1)NCCC12CC3CC(CC(C3)C1)C2	-13
Cc1cc(C)nc(SCCCn2c(=O)[nH]c3ccccc32)n1	2.4
CCc1ccccc1N(CC(=O)N1CCc2ccccc2C1)S(C)(=O)=O	3.5
C=CCc1cc(C=O)cc(OC)c1OCc1ccc(Cl)cc1	-1.4
COc1ccc(C(=S)N2CCOCC2)cc1OC(=O)c1ccc([N+](=O)[O-])cc1[N+](=O)[O-]	-0.1
Cc1nonc1NC(=O)Nc1cccnc1	-0.4
Nc1nonc1C(=O)N1CCCCC1	-0.6
CSCCC(NC(=O)COc1ccccc1)C(=O)N1CCCCCC1 (stereo not drawn)	0.8
O=C(Cc1ccc(F)cc1)N1CCN(c2ccc(F)cc2)CC1	-0.5
N#Cc1ccccc1-n1c(N)c(C(=O)N2CCCC2)sc1=S	-2.6
Cc1cc(C)c2oc(C(=O)Nc3ccc(S(=O)(=O)N4CCCC(C)C4)cc3)cc(=O)c2c1 (stereo not drawn)	-0.5
COc1ccc([C@@H]2C[C@@H](c3ccccc3)Oc3c(C)ccc(C(C)C)c32)cc1	9.3
COc1cc(CN2CCCC(C(=O)Nc3cccc(-n4cccn4)c3)C2)ccc1F (stereo not drawn)	1.6
NC(=O)CSc1nccn1Cc1ccc2c(c1)OCO2	0.1

Additional compounds:
smiles	TTR transcr act
C[C@H](CO)N1C[C@H](C)[C@@H](CN(C)CC2CC2)Oc2c(NS(=O)(=O)c3ccc(F)cc3)cccc2C1=O	0.4
COc1ccc(S(=O)(=O)Nc2cccc(S(=O)(=O)N(C)C)c2)cc1[N+](=O)[O-]	0.3
Cc1cc(C)n(CC(O)COc2cccc(OCC(O)Cn3nc(C)cc3C)c2)n1 (stereo not drawn)	-4.2
CC1(C(=O)Nc2ccc3ccccc3c2)CCC(=O)N1CCc1c[nH]c2ccccc12 (stereo not drawn)	3.8
O=C(CN1C2=NCCN2c2ccccc21)C12CC3CC(CC(C3)C1)C2	-2.5
CNc1nnc(-c2ccc(OC)cc2)s1	-0.6
COc1cccc(N2C(=O)CC(N3CCN(C(=O)c4ccco4)CC3)C2=O)c1 (stereo not drawn)	-0.5
COC(=O)c1ccc(NC(=S)N2CCC(C(N)=O)CC2)cc1	-1.1
Cc1ccccc1-c1cccc([C@@H]2C[C@H]3[C@H](CON3C)CN2C(=O)C(C)(C)C)c1	0.5
O=c1c2c3c(sc2nc2n1CCCCC2)CCC3	4.7
COc1ccc(C(C(=O)NC(C)(C)C)n2c(COc3ccc(C)cc3)nc3ccccc32)cc1 (stereo not drawn)	0.0
COc1ccccc1N1CCN(C(=O)CSc2nc(-c3ccccc3)cc(=O)[nH]2)CC1	2.1
CC(C)(Oc1ccc(Cl)cc1)C(=O)Nc1cccc(S(=O)(=O)NC2=NCCC2)c1	-0.3
CC(NC(=O)/C(C#N)=C/c1ccco1)c1ccccc1 (stereo not drawn)	7.1
O=C1CCCN1CC(CN1CCOCC1)Sc1nnnn1-c1ccccc1 (stereo not drawn)	0.6&-1.2
O=S(=O)(c1ccccc1)N1CCN=C1SCc1ccccc1Cl	-2.1
CN(Cc1ccccc1F)c1cc2c(c3c1ccn3C)C1CCC2O1 (stereo not drawn)	1.1
CNC(=O)c1oc(-c2ccccc2)nc1C	-0.6
NC(=O)c1cc(Cl)cn(-c2ccccc2)c1=O	-1.2
Cc1ccccc1CN1CCCCC(NC(=O)C2CCCC2)C1=O (stereo not drawn)	0.4
CN(Cc1ccno1)Cc1cn(Cc2ccccc2)nc1-c1ccc2c(c1)OCO2	0.0
CCOC(=O)C1CCN(C(=O)Nc2cccc(OC)c2)CC1	6.1
CCc1ccc(NC(=O)CSc2nnc(-c3cccs3)n2CC)cc1	-2.5
Cc1ccccc1-n1c(C)nnc1SCC(=O)N1CCc2ccccc2C1	-0.7
CCNC(=O)c1ccccc1-c1nc(-c2ccccc2Cl)no1	0.9
CCC1Oc2ccccc2N(CC(=O)NC2CC2)C1=O (stereo not drawn)	-1.4
O=C(Cn1cnc([N+](=O)[O-])c1)NCCc1ccccc1	-0.2
COc1cc(C(=O)NC(C)c2ccc3ccccc3c2)cc(Cl)c1O (stereo not drawn)	-0.1
COc1cccc(/C=C/C(=C2/C(=O)N(c3ccccc3)N=C2C)c2ccc(C)cc2)c1OC	0.8
COc1ccc(Cl)cc1NC(=O)c1cnccn1	-0.7
COc1ccc(/C=C/C(=O)OC(C)CN2CCCCC2)cc1 (stereo not drawn)	2.9
CSc1ccc(/C=N\NC(=O)COc2ccc(Cl)cc2Br)cc1	0.0
CCN(CC)C(=O)CSc1nnc(NC(=O)CCc2ccccc2)s1	0.2
Cc1ccc(-c2c(C#N)c(N)nc3c2CCCC3)o1	0.1
Cc1ccc(NC(=O)CSc2nnc(-c3ccccn3)n2N)c(Br)c1	9.6
COc1cc(NC(=O)c2ccccc2F)ccc1NC(=O)c1cc2ccccc2o1	0.8
Cc1ccc2c(c1)C(=O)N1[C@H]3c4cc(Br)ccc4OC[C@@H]3[C@H](c3ccccc3)[C@]1(C)C(=O)N2	1.1
COc1ccc2c(=O)c3c(=O)n(-c4ccccc4)c(-c4ccc(C)cc4)nc3oc2c1	0.8
CC1CCC/C(=N/NC(=O)c2ccccc2-n2cccc2)C1 (stereo not drawn)	3.8
O=C(/C=C/c1ccc(S(=O)(=O)NCc2ccco2)cc1)NCc1ccccc1Cl	-0.1
CC1CCCCN1C(=O)c1ccc(COc2ccc([N+](=O)[O-])cc2)o1 (stereo not drawn)	1.5
CC(C)NC(=O)c1cc2n(n1)C(C(F)(F)F)CC(c1ccco1)N2 (stereo not drawn)	0.4
Fc1cccc(CSc2nnc3ccc(-c4ccncc4)nn23)c1	5.1
C[C@@]12C(=O)N(c3cccc(Br)c3)C(=O)N1[C@H](c1ccc(Cl)cc1)[C@@H]1C(=O)N(C3CCCCC3)C(=O)[C@@H]12	1.7
Cc1ccccc1C(=O)Nc1cccc(C(=O)N/N=C/c2cc(Cl)cc([N+](=O)[O-])c2O)c1	6.8
Cc1cc(C(=O)CSc2nc(N)cc(N)n2)c(C)n1CC1CCCO1 (stereo not drawn)	0.3
CCOC(=O)Cc1csc(NS(=O)(=O)c2ccc(F)cc2)n1	1.8
Cc1ccccc1NC(=O)c1ccc(N/N=C/c2ccccc2O)c([N+](=O)[O-])c1	-2.8

The last two compounds of the part before are carried over, then new ones follow:
smiles	TTR transcr act
CCOC(=O)Cc1csc(NS(=O)(=O)c2ccc(F)cc2)n1	1.8
Cc1ccccc1NC(=O)c1ccc(N/N=C/c2ccccc2O)c([N+](=O)[O-])c1	-2.8
COc1ccc(C(=O)NC(C)c2ccc(-n3ccnc3)cc2)c(OC)c1OC (stereo not drawn)	-0.9
CCCCCCCCc1nnc(NC(=O)c2ccco2)s1	-1.1
C/C(=N/NC(=O)c1ccccc1)c1ccc(NC(=O)C(F)(F)F)cc1	-1.8
CCOC(=O)N1CCN(Cc2c(F)cccc2F)CC1	-0.7
COc1cc(NC(=O)CN2CCN(c3ccccc3F)CC2)cc(OC)c1	2.3
O=C(NCc1ccccc1)C1CCCN(c2ncnc3c2nc2n3CCCCC2)C1 (stereo not drawn)	-3.7
Cc1cccc(NC(=S)NCc2ccco2)c1C	-1.0
O=[N+]([O-])c1cc(S(=O)(=O)Nc2cccc(Cl)c2)ccc1N=Nc1c(O)[nH]c2ccccc12	-1.8
CCOC(=O)c1ccc(NC(=O)COC)cc1	3.8
CCOC(=O)N1CCN(CCC(=O)Nc2cccc(Br)c2)CC1	3.8
CC(/C=N/n1c(-c2ccc(Cl)cc2)n[nH]c1=S)=C\c1ccco1	-0.2
CCNC(=S)N1CCc2cc(OC)c(OC)cc2C1COc1ccc(F)cc1 (stereo not drawn)	-0.9
COc1cc(S(=O)(=O)NCCOC23CC4CC(CC(C4)C2)C3)c(OC)cc1Cl	-0.7
CSc1nc2cc(Cl)ccc2s1	1.9
CCCCn1c(N)c(N(CC(C)C)C(=O)C2=COCCO2)c(=O)[nH]c1=O	-0.6
CC(=O)N1CCN(c2ccc(NC(=S)NC(=O)c3ccccc3)cc2)CC1	-1.4
Cc1nc2ccccc2cc1C(=O)N/N=C/c1cccc([N+](=O)[O-])c1	0.2
COc1ccc(C(=O)Nc2ccc3[nH]ncc3c2)cc1	-0.3
